Screens as filed in PubChem.
NPY Y2 blocker = blocks the human neuropeptide Y Y2 receptor; P49146; NPY-Y2 expressing cells, antagonist mode; inhibition, % at 2.7 µM; hit rate 0.99% among 140,000; AID 793; in the data active means inhibition above about 17%;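 further: 0% = vehicle with agonist challenge and 100% = reference antagonist with challenge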
Target sequence (P49146 whole entry, looked up): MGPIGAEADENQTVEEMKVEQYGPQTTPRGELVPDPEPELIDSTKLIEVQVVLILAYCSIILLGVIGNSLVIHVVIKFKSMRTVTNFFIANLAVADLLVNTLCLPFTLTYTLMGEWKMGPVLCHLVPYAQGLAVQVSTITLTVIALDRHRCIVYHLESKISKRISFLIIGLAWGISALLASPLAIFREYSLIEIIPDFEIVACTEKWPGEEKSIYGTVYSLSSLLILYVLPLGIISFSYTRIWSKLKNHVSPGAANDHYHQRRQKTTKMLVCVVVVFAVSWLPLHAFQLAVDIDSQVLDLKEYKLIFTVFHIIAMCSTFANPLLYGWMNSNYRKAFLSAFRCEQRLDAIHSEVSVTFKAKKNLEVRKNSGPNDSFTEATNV
Yeast life ext = extends the lifespan of yeast; S. cerevisiae growth with nicotinamide, OD615; deaD strain in restrictive glucose medium; inhibition of the nicotinamide effect, % at 10 µM; hit rate 0.68% among 130,000; AID 775;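 active means inhibition above a set limit, placed 3 SD over the median of all compounds, cut at about 26% in these data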;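 further: 0% = nicotinamide-treated wells and 100% = cells grown without nicotinamide; some compounds called inactive have numbers as strong as hits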
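Assay system: DeaD-strain S. cerevisiae. Medium: CSMM-D glucose medium, restrictive. Reagent: nicotinamide, 1.5 mM, co-present with compound. Compound: 10 µM single point, 0.25% DMSO. Schedule: culture preincubation 4 h, compound exposure 48 h, both 30 °C. Detection: absorbance at 615 nm.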
HCT116 bCat-KO = beta-catenin-lacking colon tumor cell growth suppression; HCT116 beta-catenin knockout viability, CellTiter-Glo, 60 h; hits give low values; viability, % at 10 µM; hit rate 1.5% among 140,000;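 active means viability at or under a set limit, the compound median less 4 SD, cut at about 6% in these data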;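 further: 0% = Hyamine 1622 control at 20 µM and 100% = untreated cell control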
Yeast growth inh = chemicals that inhibit yeast BB579 growth in restrictive medium (lifespan-shortening candidates). hit rate 0.51% among 140,000. inhibition, % at 10 µM. S. cerevisiae BB579 growth, OD615, 48 h;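 active means inhibition above a set limit, 3 SD over the mean compound inhibition, cut at about 44% in these data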; further: inactives centre near -24
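Test system: Saccharomyces cerevisiae DeaD strain BB579, replicative lifespan model yeast | Buffer or medium: Restrictive CSMM-D medium | Doses: One dose, 10 µM compound with 0.25% DMSO | Incubation: 48 h exposure, 30 °C | Detection: Culture absorbance at 615 nm | Control set: Amphotericin B at 10 µg/mL as positive control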
Measles CPE = protection of cells from measles virus; hit rate 1.5% among 140,000; Measles virus-infected cells, CPE protection, absorbance; protection (pct of control), % at 4 µM; in the data active means protection mostly above about 24%, no sharp cut-off; inactive means mostly below about 26%; further: some compounds called inactive have numbers as strong as hits
MRP-1 activ = activators of MRP-1; viability increase, % at 10 µM; hit rate 0.61% among 140,000; H69AR cells + doxorubicin, viability rescue, CellTiter-Glo;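 active means viability gain under doxorubicin at or above a set limit, the compound median plus 3 SD, cut at about 4.7% in these data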;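 further: MRP-1 overexpressing cells given doxorubicin 25 µM after compound pretreatment; 18-22 h compound pretreatment then 72 h with doxorubicin before readout; 0% = doxorubicin-only wells and 100% = vehicle-treated cells without doxorubicin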
E-sel TNF inh = blocks E-selectin expression induced by TNF alpha; hit rate 0.71% among 120,000; AID 1246; HUVEC TNFa-induced E-selectin immunofluorescence, high content; inhibition, % at 2 µM;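 active means inhibition above the batch mean plus 3 SD, and confirmed as a hit on visual image review, cut at about 43% in these data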;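 further: 0% = TNF-stimulated DMSO wells and 100% = unstimulated control wells; not every result past the cut was called active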
GALR2 antag = blocks the human galanin receptor 2. GALR2-expressing cells, antagonist mode. inhibition, % at 4 µM. hit rate 0.39% among 140,000. AID 828; in the data active means inhibition above about 27%;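 further: cells stimulated with galanin 1-16 at roughly its EC80; 0% = agonist challenge control and 100% = basal control without agonist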
Target sequence (O43603 whole entry, looked up): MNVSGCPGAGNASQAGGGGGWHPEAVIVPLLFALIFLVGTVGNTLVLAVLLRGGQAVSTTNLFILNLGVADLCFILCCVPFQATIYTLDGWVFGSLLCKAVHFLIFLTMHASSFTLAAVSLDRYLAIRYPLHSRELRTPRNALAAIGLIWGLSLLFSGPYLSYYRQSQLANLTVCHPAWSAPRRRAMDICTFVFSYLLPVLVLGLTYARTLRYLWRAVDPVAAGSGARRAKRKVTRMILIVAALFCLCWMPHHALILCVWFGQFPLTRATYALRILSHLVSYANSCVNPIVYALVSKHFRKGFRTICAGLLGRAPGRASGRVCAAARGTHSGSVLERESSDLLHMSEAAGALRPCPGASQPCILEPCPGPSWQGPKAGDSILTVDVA
Phagocytosis inh = blocks phagocytosis by macrophages; J774A.1 macrophage IgG-bead phagocytosis, imaging; inhibition, % at 5 µM; hit rate 0.07% among 110,000; AID 1029;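 active means inhibition above the mean of the plate negative controls plus 5 SD, cut at about 13% in these data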;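 further: phagocytic index as fraction of beads internalized from green versus red external bead signal; plate controls were DMSO negative control for no effect and cytochalasin-D positive control for full effect; some results beyond the cut were filed as inactive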
PTEN del growth = PTEN-deleted cell growth suppression | HCT116 PTEN-null viability, CellTiter-Glo, 60 h; hits give low values | viability, % at 10 µM | hit rate 1.2% among 140,000 | AID 827;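 active means viability at or below a set limit, 4 SD under the median of all tested compounds, cut at about 3.7% in these data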;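 further: PTEN knockout HCT116 line with beta catenin targeted HCT116 as companion control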
* hit, by the source's call; x = no result given; & = joins results of further samples.

The first 2 entries (preview)
1: CCOc1ccc2nc(-c3ccc(OC)c(OC)c3)cc(C(=O)O)c2c1
2: Nc1c(C(=O)c2ccccc2)sc(Nc2ccccc2)c1S(=O)(=O)c1ccccc1

Assay by compound | 1 | 2
NPY Y2 blocker | 3 | 2
Yeast life ext | 51* | x
HCT116 bCat-KO | 78 | 74
Yeast growth inh | -12 | -55
Measles CPE | 4 | 14
MRP-1 activ | -1.3 | -5.8
E-sel TNF inh | 14 | -34
GALR2 antag | -5 | -1
Phagocytosis inh | 0 | x
PTEN del growth | 99&105 | 67

The listing, from the start:
1: CCOc1ccc2nc(-c3ccc(OC)c(OC)c3)cc(C(=O)O)c2c1
2: Nc1c(C(=O)c2ccccc2)sc(Nc2ccccc2)c1S(=O)(=O)c1ccccc1
3: CC(C)(C)c1nnc(NC(=O)NS(=O)(=O)c2ccccc2)s1
4: Cc1ccc(NC(=S)NNC(=O)c2nn(C)cc2Cl)cc1
5: COc1ccc(OC)c(NC(=O)[C@H]2CC=CC[C@H]2C(=O)O)c1
6: c1ccc2c(c1)CCCN2Cc1nnnn1C1CCCC1

Assay by compound | 1 | 2 | 3 | 4 | 5 | 6
NPY Y2 blocker | 3 | 2 | 1 | 9 | 2 | 4
Yeast life ext | 51* | x | -1 | -10 | -18 | 0
HCT116 bCat-KO | 78 | 74 | 94 | 89 | 90 | 80
Yeast growth inh | -12 | -55 | -50 | -38 | -44 | -59
Measles CPE | 4 | 14 | 4 | 4 | 8 | 3
MRP-1 activ | -1.3 | -5.8 | -2.5 | 1.1 | -1.1 | -3.6
E-sel TNF inh | 14 | -34 | 29 | 1 | 14 | -14
GALR2 antag | -5 | -1 | 11 | -6 | -3 | 11
Phagocytosis inh | 0 | x | x | x | x | -2
PTEN del growth | 99&105 | 67 | 96 | 97 | 98 | 88

7: N#CC(C#N)C(c1ccsc1)c1c(-c2ccccc2)[nH][nH]c1=O (configuration not stated)
8: COc1ccc(Nc2nc(S(=O)(=O)c3ccc(C)cc3)c(Cl)s2)cc1
9: CSCCC(NC(=O)c1ccc([N+](=O)[O-])cc1Cl)C(=O)OCC(=O)NCC(F)(F)F (configuration not stated)
10: CSCCC(NC(=O)c1ccc([N+](=O)[O-])cc1Cl)C(=O)OCC(=O)NCCCc1ccccc1 (configuration not stated)
11: CCn1c(SCC(=O)NC(C)(C)C)nc(O)cc1=O
12: CCOC(=O)C(NCCc1ccccc1F)(NC(C)=O)C(F)(F)F (configuration not stated)

Assay by compound | 7 | 8 | 9 | 10 | 11 | 12
NPY Y2 blocker | 10 | 4 | 1 | 0 | 2 | 1
Yeast life ext | 40* | -1 | 4 | 4 | -8 | 2
HCT116 bCat-KO | 94 | 51 | 94 | 93 | 87 | 91
Yeast growth inh | -62 | -10 | -7 | -38 | -22 | -36
Measles CPE | 3 | 7 | 4 | 3 | 6 | 7
MRP-1 activ | -1.1 | 0.2 | -1.0 | -1.6 | 0.3 | -1.0
E-sel TNF inh | 10 | 40 | 0 | x | x | x
GALR2 antag | -7 | 2 | -6 | -16 | 3 | -7
Phagocytosis inh | -1 | -5 | x | -15 | 1 | x
PTEN del growth | 100 | 54 | 92 | 91 | 98 | 95

13: O=C(CN1C(=O)c2ccccc2S1(=O)=O)N1CCN(Cc2ccc3c(c2)OCO3)CC1
14: COc1cccc(Nc2n[nH]c(=S)s2)c1
15: CCCCC(CC)CNC(=O)CN(C)S(=O)(=O)c1cccc2nsnc12 (configuration not stated)
16: C=CCOc1ccc(C2OC34CCCCC3C(C#N)(C#N)C2(C#N)C(=N)O4)cc1 (configuration not stated)
17: COc1ccc(N2CCN(C(CNC(=O)c3cccc(Cl)c3)c3cccnc3)CC2)cc1 (configuration not stated)
18: COc1cc(C(=O)NCC(C)C)cc(OC)c1OC

Assay by compound | 13 | 14 | 15 | 16 | 17 | 18
NPY Y2 blocker | 2 | 3 | 3 | 3 | 5 | 11
Yeast life ext | 0 | -6 | -2 | -6 | -5 | -12
HCT116 bCat-KO | 80 | 97 | 87 | 103 | 73 | 82
Yeast growth inh | -19 | -4 | -39 | -50 | -8 | -25
Measles CPE | 11 | 9 | 38* | 3 | 10 | 6
MRP-1 activ | -0.8 | 1.6 | -0.3 | -0.6 | -0.3 | -0.5
E-sel TNF inh | -2 | x | x | -13 | x | 52
GALR2 antag | 9 | -12 | -6 | 6 | -6 | 9
Phagocytosis inh | -2 | -8 | -2 | 1 | 1 | 0
PTEN del growth | 84 | 100 | 96 | 113 | 81 | 79

19: O=C(CO/N=C/c1ccccc1OC(F)F)N1CCc2ccccc21
20: Cc1nn(Cc2ccccc2)c(Cl)c1C(=O)NCCc1ccc(Cl)cc1
21: O=C(Nc1ccc(Cl)cc1)NC1CCCCC1
22: CCOC(=O)c1c(C)n(C)c2ccc(OCCN(C)C)cc12
23: CC1CCC(NC(=O)C2c3ccccc3C(=O)N2Cc2cccs2)CC1 (configuration not stated)
24: COC(=O)c1cc2c(s1)-c1ccccc1CC2

Assay by compound | 19 | 20 | 21 | 22 | 23 | 24
NPY Y2 blocker | 5 | 8 | 2 | 2 | 12 | 5
Yeast life ext | 3 | 0 | -9 | -5 | 1 | -8
HCT116 bCat-KO | 94 | 93 | 108 | 92 | 81 | 89
Yeast growth inh | -44 | -33 | -20 | -45 | -21 | -26
Measles CPE | 7 | 21 | 26 | 8 | 1 | 2
MRP-1 activ | 2.7 | -1.0 | -1.1 | -3.5 | -2.6 | -4.3
E-sel TNF inh | -3 | x | x | 14 | 20 | x
GALR2 antag | 8 | -1 | 2 | -11 | -16 | -2
Phagocytosis inh | x | -6 | x | 0 | -8 | 2
PTEN del growth | 96 | 105 | 95 | 98 | 72 | 94

25: OC1C2CN3CCN(C2)CC1(Cc1ccccc1)C3 (configuration not stated)
26: CC1(C)C([N+](=O)[O-])C(c2ccc(Cl)cc2)NC(c2ccc(Cl)cc2)C1[N+](=O)[O-] (configuration not stated)
27: CCc1cc(-c2n[nH]c(=S)n2C(C)c2ccccc2)cs1 (configuration not stated)
28: Cc1cc(C)c(S(=O)(=O)N2CCOC2CNC(=O)C(=O)NCCc2c[nH]c3ccccc23)c(C)c1 (configuration not stated)
29: O=C(CCS(=O)(=O)c1cc(Br)cc2c1N(C(=O)C1CC1)CC2)NCC1CCCO1 (configuration not stated)
30: Cc1nc2ncnn2c(C)c1CCC(=O)NCCc1ccccc1

Assay by compound | 25 | 26 | 27 | 28 | 29 | 30
NPY Y2 blocker | 3 | 6 | 5 | -1 | 0 | -1
Yeast life ext | x | -2 | 18 | 1 | -5 | -20
HCT116 bCat-KO | 1.4* | 59 | 91 | 79 | 104 | 114
Yeast growth inh | -4 | -17 | -50 | -36 | -4 | -32
Measles CPE | 4 | 7 | 14 | 6 | 10 | 100*
MRP-1 activ | 0.2 | -1.8 | -2.6 | -3.0 | -1.4 | -2.5
E-sel TNF inh | -1 | -3 | -16 | 15 | -17 | 20
GALR2 antag | -12 | 3 | -11 | 6 | 8 | -8
Phagocytosis inh | x | -7 | -1 | x | -1 | 3
PTEN del growth | 0.7* | 63 | 90 | 76 | 112 | 98

31: Cc1cc2cc(CNC(=O)c3cccc([N+](=O)[O-])c3)ccc2n1C
32: CCCOC(=O)C1=C(C)NC2=C(C(=O)CCC2)C1c1cccs1 (configuration not stated)
33: COc1ccc(NC(=O)C2CCN(C(=O)c3ccccc3)CC2)cc1OC
34: N#Cc1c(Nc2ccc(F)cc2)sc(C(=O)c2ccc(F)cc2)c1N
35: CCNc1nc(N)nc(Oc2ccc(OCC)nn2)n1
36: O=C(c1ccc(CNS(=O)(=O)c2cccc(C(F)(F)F)c2)cc1)N1CCOCC1

Assay by compound | 31 | 32 | 33 | 34 | 35 | 36
NPY Y2 blocker | -1 | 2 | 0 | -2 | 4 | 2
Yeast life ext | -2 | -3 | -18 | -19 | -3 | -6
HCT116 bCat-KO | 88 | 95 | 84 | 92 | 100 | 87
Yeast growth inh | -15 | 18 | -1 | -37 | -25 | 14
Measles CPE | 3 | 2 | 24 | 29 | 8 | 8
MRP-1 activ | 0.5 | -1.3 | -4.5 | -1.8 | -1.1 | -0.6
E-sel TNF inh | -4 | 2 | -16 | -56 | 6 | 10
GALR2 antag | -3 | 8 | 23 | -6 | -11 | -21
Phagocytosis inh | x | -2 | 0 | 0 | -1 | -2
PTEN del growth | 91 | 92 | 86 | 93 | 103 | 96

37: OCCN(Cc1ccccc1)Cc1ccccc1Cl
38: Cc1cc(C(C)(C)C)oc1C(=O)N(CC(=O)NC1CCCC1)Cc1ccc(Cl)cc1
39: O=C(Nc1ccccc1)C1CC(=O)N(C2CCCCC2)C1 (configuration not stated)
40: O=C(CSc1nc(-c2ccc(F)cc2)cs1)N1CCOCC1
41: O=C(Nc1ccc(N2CCN(C(=O)c3ccccc3)CC2)cc1)c1cc2ccccc2o1
42: O=C(NCc1ccc2c(c1)OCO2)c1nn(-c2ccccc2)c(=O)c2ccccc12

Assay by compound | 37 | 38 | 39 | 40 | 41 | 42
NPY Y2 blocker | 3 | 17 | 2 | 1 | 0 | 7
Yeast life ext | -3 | -20 | -12 | -29 | -13 | -7
HCT116 bCat-KO | 90 | 69 | 98 | 99 | 5.6* | 86
Yeast growth inh | -12 | -35 | -29 | -24 | -59 | -42
Measles CPE | 2 | 4 | 4 | 1 | 5 | 28
MRP-1 activ | -2.7 | -0.1 | -0.8 | 0.1 | 0.1 | -0.1
E-sel TNF inh | 0 | -17 | -43 | 11 | -13 | 16
GALR2 antag | 5 | 1 | 13 | 0 | -2 | -1
Phagocytosis inh | 4 | 0 | 1 | -2 | 0 | 1
PTEN del growth | 97 | 62 | 86 | 89 | 17 | 86

43: Cc1ccc(-n2ncc3c(NCc4ccccc4)ncnc32)cc1
44: Cc1ccc(CNC(=O)CCNC(=O)c2ccc(Br)o2)cc1
45: NC(=O)c1cc(-c2ccccc2)nc(Oc2ccccc2)n1
46: O=C(CCN1C(=O)C2CCCCC2C1=O)NNC(=O)c1cccc(Cl)c1 (configuration not stated)
47: Cc1cc(C)c(C(=O)COc2cccnc2[N+](=O)[O-])cc1C
48: CC(C)OC(=O)c1cccnc1SCc1cc(=O)n2ccccc2n1
49: Cc1cc(Cl)ccc1OCCCC(=O)NCCN1C(=O)S/C(=C\c2cccnc2)C1=O

Assay by compound | 43 | 44 | 45 | 46 | 47 | 48 | 49
NPY Y2 blocker | 2 | 2 | -1 | 2 | 5 | -1 | 4
Yeast life ext | -10 | -2 | -19 | 3 | -10 | 1 | -4
HCT116 bCat-KO | 90 | 92 | 77 | 99 | 79 | 78 | 73
Yeast growth inh | -27 | -36 | -55 | -22 | -9 | -24 | -23
Measles CPE | 2 | 8 | 3 | 8 | 6 | 5 | 4
MRP-1 activ | -1.2 | -0.7 | -0.4 | 0.0 | -2.9 | -3.1 | -4.7
E-sel TNF inh | -5 | -14 | -7 | x | 2 | x | x
GALR2 antag | 5 | -14 | -4 | 23 | 2 | 4 | 2
Phagocytosis inh | 0 | 0 | -1 | 9 | -1 | -1 | x
PTEN del growth | 90 | 96 | 90 | 104 | 73 | 76 | 67
